# MITF TRPM1 HTS: MITF TRPM1 promoter activation in melanoma cells; SK-MEL-5 TRPM1-promoter luciferase, 24 h; % of positive control, neutral wells = 0; activation, % at 12.5 µM; 300,000 compounds, 0.75% hits;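 active = mean activation of at least 80% with every replicate also reaching 80%; inconclusive = mean reaches 80% but some replicate falls short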;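 also: 0% = neutral control wells and 100% = parthenolide positive control wells; values of inactives mirror those of a sister screen read the other way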
# SR-BI DiI inh: mouse SR-BI HDL lipid transfer inhibition; 320,000 compounds, 0.96% hits; inhibition, % at 12.5 µM; Q61009; ldlA[mSR-BI] CHO cells, DiI-HDL uptake fluorescence, 3 h;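 active = mean replicate inhibition of at least 70% and a set share of replicates each scoring 70 or more; inconclusive = meets just one of the two criteria; inactive = fails both criteria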;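 also: 0% = median of neutral control wells and 100% = median of positive control wells; values of inactives mirror those of a sister screen read the other way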
# SR-BI DiI-HDL act: enhances SR-BI lipid uptake from DiI-HDL. AID 504775. CHO ldlA[mSR-BI] cells, DiI-HDL uptake fluorescence, 3 h; 100 = double the neutral-control signal. activation, % at 12.5 µM. 320,000 compounds, 0.096% hits;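 active = mean replicate activation of at least 60% and every replicate at or above 60%; inconclusive = mean or all-replicate condition met, but not both; inactive = mean below 60% and not all replicates reaching 60%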;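 also: 0% = median plate neutral-control signal and 100% = twice that signal; values of inactives mirror those of a sister screen read the other way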
#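 system = CHO ldlA[mSR-BI] cells, LDL receptor-null, SR-BI overexpressing | medium = Ham's F12 with 0.5% BSA, HEPES 25 mM, pH 7.4 | probe or stimulus = DiI-HDL 10 µg/mL | compound dosing = single-point compound dose | incubation = compound exposure 3 h, 37 °C | technique = DiI fluorescence, bottom read | read-out = cell-associated DiI fluorescence as measure of HDL uptake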
# CAL PDZ FP-1: human CAL PDZ-peptide interaction inhibition. inhibition, % at 20 µM. 330,000 compounds, 0.02% hits. purified CAL PDZ, TMR-peptide fluorescence polarization, 1 h. AID 504414. Q9HD26;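 active = highest replicate inhibition of at least 40%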;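 also: plate controls were DMSO neutral control wells for no effect and unlabeled competitor peptide control wells for full effect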
#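 Material: tagged CAL PDZ protein CerCALP, purified; buffer or medium: sodium phosphate/NaCl buffer pH 7.4 with TCEP, IgG, Thesit; also added: fluorescent TMR peptide probe; schedule: 1 h incubation at room temperature before polarization reading; technique: fluorescence polarization from S- and P-plane intensities, G-factor corrected; control set: unlabelled peptide and DMSO controls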
# Rtt109 Vps75: blocks Candida albicans Rtt109/Vps75 acetyltransferase activity. Q5AAJ8. inhibition, % at 34.9 µM. AID 540336. 330,000 compounds, 0.16% hits. purified Rtt109/Vps75, ThioGlo CoA-SH fluorescence, 4 h;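 active = inhibition of at least 50% in every replicate; inconclusive = best replicate reaches 50% inhibition but some replicates fall short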
# Target sequence (Q5AAJ8 whole entry, looked up): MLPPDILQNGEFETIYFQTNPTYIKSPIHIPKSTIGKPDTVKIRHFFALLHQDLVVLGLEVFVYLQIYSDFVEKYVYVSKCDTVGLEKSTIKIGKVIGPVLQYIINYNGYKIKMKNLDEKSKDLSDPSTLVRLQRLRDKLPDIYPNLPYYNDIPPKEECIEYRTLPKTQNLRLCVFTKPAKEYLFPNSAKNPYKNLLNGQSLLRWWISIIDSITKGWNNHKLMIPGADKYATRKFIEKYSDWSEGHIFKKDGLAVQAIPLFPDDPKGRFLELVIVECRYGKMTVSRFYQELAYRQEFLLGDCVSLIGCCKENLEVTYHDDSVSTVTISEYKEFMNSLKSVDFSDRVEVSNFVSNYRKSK
# PfHsp90 set2: reduces growth (ATP signal) of yeast expressing P. falciparum Hsp90. S. cerevisiae expressing PfHsp90, BacTiter-Glo ATP, 48 h; yeast lacking PDR1 and PDR3 efflux regulators. inhibition, % at 9.4 µM. 310,000 compounds, 0.32% hits. AID 504621;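 active = every replicate shows inhibition above about 80%, whatever the replicate mean, limit read from the data; inconclusive = mean inhibition reaches the set limit but some replicate falls short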;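 also: 0% = DMSO neutral controls and 100% = 20 µM radicicol positive controls; yeast relying on Plasmodium falciparum Hsp90 in place of its own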
# NSD2 HMT inh: blocks human histone methyltransferase NSD2 | AID 743445 | NSD2 peptide methylation, AlphaScreen, 120 min | inhibition, % at 12.5 µM | O96028 | 310,000 compounds, 0.54% hits; in the data active = inhibition above about 50%
# CAL PDZ FP-2: CAL PDZ (human) peptide binding inhibition | 300,000 compounds, 0.92% hits | inhibition, % at 24.9 µM | Q9HD26 | purified CAL PDZ, TMR-peptide fluorescence polarization, 1 h | AID 602252;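 active = mean inhibition of at least 30% with at least half of replicates also reaching 30%; inconclusive = no clear call, values can overlap the other calls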;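 also: 0% = DMSO neutral control and 100% = excess unlabeled competitor peptide PRC23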
# PvdQ acylase: P. aeruginosa PvdQ acylase inhibition. purified PvdQ acylase, fluorescence plate reader. inhibition, % at 10 µM. 340,000 compounds, 0.063% hits; in the data active = inhibition above about 30%, passing the limit was not always enough; inconclusive = no clear call, values can overlap the other calls;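 also: 0% = vehicle neutral wells and 100% = reference inhibitor wells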
# dFosB act: enhances mouse delta FosB homodimer DNA binding; activation, % at 25 µM; 340,000 compounds, 0.99% hits; purified delta FosB, TAMRA-CDK5 oligo fluorescence polarization; percent of positive-control signal above neutral wells; P13346;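 active = mean activation above about 17%, with every replicate also reaching it, limit read from the data, passing the limit was not always enough; inconclusive = only one of the two conditions met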;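 also: fluorescence polarization rise as delta FosB binds a TAMRA Cdk5 AP-1 oligo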
# Target sequence (P13346 whole entry, looked up): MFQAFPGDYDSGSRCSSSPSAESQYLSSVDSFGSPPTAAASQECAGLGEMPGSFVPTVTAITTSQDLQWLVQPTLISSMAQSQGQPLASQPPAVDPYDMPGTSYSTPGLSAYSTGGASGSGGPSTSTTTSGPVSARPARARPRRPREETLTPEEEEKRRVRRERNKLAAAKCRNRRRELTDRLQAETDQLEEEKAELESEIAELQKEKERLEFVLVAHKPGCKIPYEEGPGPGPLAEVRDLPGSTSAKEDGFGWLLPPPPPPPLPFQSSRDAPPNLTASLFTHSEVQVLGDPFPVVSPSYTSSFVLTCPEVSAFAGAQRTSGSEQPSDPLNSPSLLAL
# Active calls of the source: *; ? = inconclusive; . = not tested or not shown.
SMILES,MITF TRPM1 HTS,SR-BI DiI inh,SR-BI DiI-HDL act,CAL PDZ FP-1,Rtt109 Vps75,PfHsp90 set2,NSD2 HMT inh,CAL PDZ FP-2,PvdQ acylase,dFosB act
COc1ccc(-n2ccnc2CN2CCCC(CO)(Cc3cccc(OC)c3)C2)cc1 (configuration not stated),-4,-7,7,-1.1,.,8,1,-3,-29,-9
Cc1ccn2c(C(=O)CSc3ccc(Cl)cc3Cl)c(C)nc2c1,3,6,-6,-2.2,7,-23,.,-1,-12,-6
COc1cc(C(=O)O/N=C2/C=C(C)C(=O)C=C2C)cc(OC)c1OC,-11,12,-12,-2.9,0,16,0,-2,-10,0
Cc1cc(/C=N/NC(=O)C(O)(c2ccccc2)c2ccccc2)c(C)n1-c1ccc(C(=O)O)cc1,13,-5,5,1.2,.,-4,5,-2,5,-4
O=C(CSc1nnc2ccccn12)NCc1ccco1,4,-21,21,-1.6,4,-2,-1,-2,10,-1
CC(=O)Nc1cc2c(cc1Cl)Cc1cc(Cl)ccc1-2,-3,6,-6,-0.7,4,2,-2,-3,5,-4
Cc1cc(C(=O)NCCCn2ccnc2)cs1,-8,6,-6,-1.1,1,24,1,13,-5,0
Cc1ccc(-c2nc(C)sc2CC(=O)Nc2nnc(C)s2)cc1,-6,29,-29,-0.1,7,16,-1,-1,-6,-15
CCOC(=O)c1c(C)oc(C)c(C(=O)OCC)c1=O,-1,-21,21,0.1,-2,0,-3,-4,-11,3
COc1ccc(C(=O)COC(=O)CCCC(=O)NC2CCCCC2)cc1,9,4,-4,-0.8,-9,7,0,-1,-5,-7
O=c1[nH]c2c(c(=O)n1-c1ccccc1)CCO2,2,3,-3,-0.5,-4,-7,1,-1,6,-2
COc1cc(NC(=O)c2ccc(CNc3c(N4CCCC4)c(=O)c3=O)cc2)cc(OC)c1OC,8,5,-5,-6.5,10,-21,-2,.,-12,-12
O=c1[nH]c(O)c(N=Nc2ccc(Cl)c(S(=O)(=O)Nc3ccccc3Cl)c2)c(=O)[nH]1,-16,-3,3,-0.5,1,11,2,.,-12,-9
O=C(Nc1ccc(Cl)cc1)Nc1cc(S(=O)(=O)N2CCOCC2)ccc1N1CCCC1,11,-7,7,-0.4,.,-3,.,-4,-7,2
COC(=O)CNC(=O)C1CCN(S(=O)(=O)c2cccc3nsnc23)CC1,-4,-9,9,0.0,-2,-29,-5,1,-5,3
CCCCCCCCN1N=N[C@H]2[C@H]1[C@@H]1C[C@H]2N(C(=O)OC(C)(C)C)O1,-5,-4,4,-0.9,2,-9,.,1,-28,-11
COC(=O)c1c(-c2ccc(N(C)C)cc2)sc2ccc(OC)cc12,79,79*,-79,0.4,-34,-10,.,-1,-13,-2
CCN(CC(=O)Nc1ccc2c(c1)OCCO2)C(=O)c1cccc(S(=O)(=O)N2CCOCC2)c1,.,-8,8,-0.2,-1,8,3,0,-13,1
O=C(Nc1ccccc1Cl)O/N=C/c1ccncc1,-3,-17,17,-2.2,38,3,-1,-2,2,1
Cc1ccc(C(=O)Sc2cccccc2=O)cc1,-82,9,-9,0.4,-6,104*,30,13,1,-5
O=C(CCl)N1N=C(c2ccco2)CC1c1ccco1 (configuration not stated),-51,0,0,-1.6,-4,0,12,-2,9,-13
COc1ccc(NC(=O)CCNC(=O)Cn2cnc3sc4c(c3c2=O)CCCC4)c(OC)c1,5,.,.,-2.9,3,-81,3,5,-1,-9
OC(COCc1ccc2c(c1)OCO2)CN1CCN(Cc2ccccc2)CC1 (configuration not stated),-7,-14,14,-0.4,-8,4,2,0,-2,-12
COc1ccccc1CNC1CCN(Cc2ccccc2)CC1,.,-15,15,-1.1,0,3,3,0,7,-2
CCOc1ccc2[nH]c3c(NCCN(C)C)ncnc3c2c1,26,-16,16,-1.1,-1,21,6,1,-12,-1
CCCCOC(=O)c1ccc(NC(=O)C(=O)NCc2ccncc2)cc1,8,22,-22,-0.3,2,-28,-2,.,-7,8
Cc1nc2ccccc2nc1N1CCOCC1,-9,-26,26,-0.5,-1,-4,-3,-5,-14,0
C=CC[C@@H](CC(=O)NCCO)C(=O)N[C@@H](COC(=O)[C@@H](CC=C)CC(=O)OC(C)(C)C)Cc1ccccc1,10,4,-3,-0.8,3,-10,.,2,4,6
Cc1cc2nc(C3CCN(Cc4nnnn4Cc4cccs4)CC3)[nH]c2cc1C,-29,3,-3,-2.3,1,23,-2,.,2,-2
Cc1cc(C)c(/C=N/NC(=O)c2nnn(-c3nonc3N)c2CN2CCC(C)CC2)c(C)c1,-5,29,-29,-1.5,-7,11,0,38*,-18,-24
CC1CC(C)CN(C(=O)c2ccncc2)C1 (configuration not stated),18,-11,11,-1.7,6,-17,0,1,-3,1
Cn1c(=O)c2nc(NCc3ccccc3)sc2n(C)c1=O,-15,.,.,-1.2,-4,11,-1,-1,-5,-11
Cc1cc(C)cc(-n2ncc3c2CCCC3NC(=O)CCN2Cc3ccccc3C2=O)c1 (configuration not stated),-8,50,-50,-1.1,6,6,2,-4,-10,-4
COC(=O)Nc1ccc(S(=O)(=O)Nc2cc(OC)nc(OC)n2)cc1,13,-3,3,-1.6,2,-2,1,-1,-17,-7
CCNC(=O)N1CCOCC1,-9,2,-2,-0.8,2,-9,4,-1,8,10
COc1cccc(-c2nc(CS(=O)(=O)CC(=O)N3CCOCC3)c(C)o2)c1,-6,-3,3,-1.8,6,-3,-1,0,-1,2
CCCN(CC(=O)Nc1ccccc1C)C(=O)c1ccc(N2CCCC2)c([N+](=O)[O-])c1,4,37,-37,-2.3,0,.,33,0,-8,-7
O=C(/C=C/Nc1ccc(Br)cc1F)c1ccco1,-33,15,-15,-1.2,-8,-14,-4,-3,5,0
Clc1ccc(N=c2ssnc2Cl)cc1,-19,-7,7,0.0,8,104*,-2,-1,-13,5
Cc1nc(CSc2ccccc2)cc(=O)[nH]1,-5,-6,6,-1.9,-9,-5,-3,3,-14,1

# As entered above:
# Result of `COc1ccc(-n2ccnc2CN2CCCC(CO)(Cc3cccc(OC)c3)C2)cc1` (configuration not stated) under PfHsp90 set2: 8
# Result of `COc1ccccc1CNC1CCN(Cc2ccccc2)CC1` under dFosB act: -2
# Result of `CCOC(=O)c1c(C)oc(C)c(C(=O)OCC)c1=O` under PfHsp90 set2: 0
# Result of `O=C(Nc1ccc(Cl)cc1)Nc1cc(S(=O)(=O)N2CCOCC2)ccc1N1CCCC1` under PfHsp90 set2: -3

# Random excerpt: 4 entries already listed.
SMILES,MITF TRPM1 HTS,SR-BI DiI inh,SR-BI DiI-HDL act,CAL PDZ FP-1,Rtt109 Vps75,PfHsp90 set2,NSD2 HMT inh,CAL PDZ FP-2,PvdQ acylase,dFosB act
COc1ccc(-n2ccnc2CN2CCCC(CO)(Cc3cccc(OC)c3)C2)cc1 (configuration not stated),-4,-7,7,-1.1,.,8,1,-3,-29,-9
O=C(CSc1nnc2ccccn12)NCc1ccco1,4,-21,21,-1.6,4,-2,-1,-2,10,-1
O=C(CCl)N1N=C(c2ccco2)CC1c1ccco1 (configuration not stated),-51,0,0,-1.6,-4,0,12,-2,9,-13
Cc1cc(C(=O)NCCCn2ccnc2)cs1,-8,6,-6,-1.1,1,24,1,13,-5,0

# The listing continues:
SMILES,MITF TRPM1 HTS,SR-BI DiI inh,SR-BI DiI-HDL act,CAL PDZ FP-1,Rtt109 Vps75,PfHsp90 set2,NSD2 HMT inh,CAL PDZ FP-2,PvdQ acylase,dFosB act
Cc1ccc(C)c(NS(=O)(=O)c2ccc3oc(=O)ccc3c2)c1,-8,-8,8,-1.1,0,-1,0,-4,-20,4
O=C(Nc1ccc(-c2nc3ccccc3o2)cc1)c1ccc(N2CCOCC2)c([N+](=O)[O-])c1,-23,81*,-81,-1.7,-2,-3,-1,-5,-11,-2
O=C(Nc1ccc(Cl)cc1)Nc1ccccc1CC[N+](=O)[O-],-3,56,-56,0.4,-2,4,-6,-4,-1,7
COc1cc(SC)ccc1C(=O)N1CCN(S(=O)(=O)/C=C/c2ccccc2)CC1,0,6,-6,-0.3,-8,0,-1,-3,9,4
c1ccc(CN2c3ccccc3-c3nc4ccccc4n3C2c2ccccn2)cc1 (configuration not stated),.,19,-19,0.1,-11,-32,-5,-6,-36,2
COc1cccc(-n2c(SCC(=O)N3CCCCC3)nc3c([nH]c4ccccc43)c2=O)c1,-12,-8,8,-0.7,-11,-15,.,.,-18,3
COc1ccc(C(=O)N2CCN(C)C(C)C2)cc1OC1CCN(C(C)=O)CC1 (configuration not stated),6,-27,27,-4.3,0,-3,1,1,-8,0
Cc1ccccc1C(=O)c1cn[nH]c1-c1ccccc1O,2,-14,14,0.2,0,7,-2,-2,-16,-5
COc1ccc(C(=O)NNC(=O)CCCCC(=O)NNC(=O)c2ccc(OC)cc2)cc1,-7,-4,4,-0.2,.,0,2,-4,10,-7
Cc1ccccc1CS(=O)(=O)CC1(O)CCN(C(=O)c2cccc(C(F)(F)F)c2)CC1,5,26,-26,-0.7,5,.,0,.,-6,3
O=C(NC(Cc1c[nH]c2ccccc12)C(=O)NCc1ccc(F)cc1)OCc1ccccc1 (configuration not stated),0,11,-11,-1.7,?,30,1,-4,7,-8
C=CCn1c(SCc2ccc(Cl)cc2)nc2cc(C(=O)N3CCC(C(N)=O)CC3)ccc2c1=O,11,10,-10,-1.8,44,-15,-1,-3,3,-7
Cc1ccc2c(C)c(C(=O)N3CCN(Cc4ccccn4)CC3)oc2c1C,6,-22,22,-2.5,6,8,0,-2,-11,-8
Cc1[nH]ccc(=O)c1OCC(=O)O,.,-16,16,0.6,10,5,8,-3,-10,-7

# Record cards, as listed above. Screens in order: MITF TRPM1 HTS	SR-BI DiI inh	SR-BI DiI-HDL act	CAL PDZ FP-1	Rtt109 Vps75	PfHsp90 set2	NSD2 HMT inh	CAL PDZ FP-2	PvdQ acylase	dFosB act
# `COC(=O)Nc1ccc(S(=O)(=O)Nc2cc(OC)nc(OC)n2)cc1` as listed: 13	-3	3	-1.6	2	-2	1	-1	-17	-7
# `Cc1cc(C(=O)NCCCn2ccnc2)cs1` as listed: -8	6	-6	-1.1	1	24	1	13	-5	0

# Screens: PubChem, Broad Institute
